Anesthetic bind: qHTS Assay for Identification of Novel General Anesthetics | Ferritin light chain (Equus caballus), P02791 | apoferritin/1-aminoanthracene competitive binding, fluorescence | Potency, µM (top dose mostly 77.5 µM), for inactives: at the highest dose activity change, negative = displacement, usual class: inhibitors | actives 0.074% (n = 350,000) | AID 485281, 2010; note: potency is the fitted concentration of half-maximal effect; % is set by controls: 0 for no effect and ±100 for the full control effect; nearly all actives have a fitted effect of over 20% in size
Target sequence (P02791 2-175 limits assumed): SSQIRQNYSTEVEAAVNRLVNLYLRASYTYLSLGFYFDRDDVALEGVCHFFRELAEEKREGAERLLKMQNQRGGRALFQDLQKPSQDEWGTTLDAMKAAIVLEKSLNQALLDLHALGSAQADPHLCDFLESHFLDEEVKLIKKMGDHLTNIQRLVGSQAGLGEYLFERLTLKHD
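Read-out: endpoint 1-AMA fluorescence, excitation 380 nm and emission 535 nm, after compounds sit 10 min at room temperature with 10 uM horse-spleen apoferritin in 50% saturated 1-AMA/PBS. Values come from four-parameter Hill fits.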
Pol iota inh: qHTS for Inhibitors of Polymerase Iota; AID 588590, 2011; DNA polymerase iota (Homo sapiens), Q9UNA4; actives 1% (n = 390,000); Potency, µM (doses to about 115 µM), for the others: at the highest dose activity, negative = inhibition, usual class: inhibitors; Pol iota fluorescent replication assay, 10 min; note: potency is the fitted concentration of half-maximal effect
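Pol iota at 10 nM preincubated 15 min with compounds at room temperature; reaction started with fluorescent substrate, 50 nM final. Fluorescence read kinetically at 0 and 10 min; buffer-only wells as negative control.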
BLM inh: qHTS Assay for Inhibitors of Bloom's syndrome helicase (BLM); actives 0.2% (n = 350,000); Potency, µM (titrated, usually from 56.1 µM), for inactives: top-dose activity change, negative = inhibition, actives largely listed as inhibitors; recombinant BLM DNA unwinding, fluorescence dequenching; RecQ-like DNA helicase BLM (Homo sapiens), P54132; AID 2528, 2010;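 note: potency is the fitted concentration of half-maximal effect; plate controls were vehicle for no effect and no enzyme for full effect; nearly all actives have a fitted effect of over 35% in size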
PGK inhibitor: qHTS Assay to Find Inhibitors of Phosphoglycerate Kinase | PGK/GAPDH coupled, Kinase-Glo luminescence, 60 min | Potency, µM (highest dose often 57.5 µM), without a hit: at the highest dose activity change, negative = inhibition, most hits filed as inhibitors | actives 0.043% (n = 380,000) | AID 602233, 2012; note: potency is the fitted concentration of half-maximal effect; % is set by controls: 0 for no effect and ±100 for the full control effect; nearly all actives have a fitted effect of over 60% in size
Target sequence (P07378 whole entry, looked up): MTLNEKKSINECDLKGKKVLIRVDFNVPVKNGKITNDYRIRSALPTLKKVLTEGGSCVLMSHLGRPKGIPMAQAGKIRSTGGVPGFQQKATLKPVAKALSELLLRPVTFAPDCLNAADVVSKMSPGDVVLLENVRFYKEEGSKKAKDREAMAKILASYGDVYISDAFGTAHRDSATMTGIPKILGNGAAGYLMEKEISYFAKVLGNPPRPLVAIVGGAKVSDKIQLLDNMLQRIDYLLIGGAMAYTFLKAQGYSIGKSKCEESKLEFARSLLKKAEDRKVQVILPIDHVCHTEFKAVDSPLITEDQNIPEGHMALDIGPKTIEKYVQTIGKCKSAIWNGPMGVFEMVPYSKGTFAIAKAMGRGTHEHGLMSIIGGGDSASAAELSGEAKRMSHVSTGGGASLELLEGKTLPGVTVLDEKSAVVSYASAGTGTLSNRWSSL
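Luminescent ATP detection (Kinase-Glo Plus) follows a 60-minute room-temperature incubation, with wells lacking PGK as controls. Buffer: 100 mM TEA (pH 7.6), 5 mM MgCl2, 0.01% Tween-20. Coupling enzyme GAPDH (100 nM final) supplies unstable 1,3-BPG in-well.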
POLH inh: qHTS for Inhibitors of Polymerase Eta; DNA polymerase eta (Homo sapiens), Q9Y253; recombinant Pol eta, fluorescent DNA replication assay; Potency, µM (titrated, usually from 114 µM), for inactives: at the top dose activity change, negative = inhibition, usual class: inhibitors; AID 588591, 2011; actives 1.2% (n = 390,000); note: potency is the fitted concentration of half-maximal effect; % is set by controls: 0 for no effect and ±100 for the full control effect
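Pol eta (10 nM) was preincubated with compounds for 15 min at room temperature, after which fluorescent replication substrate (50 nM final) was added to start the reaction. Fluorescence was read kinetically at 0 and 10 min.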
Pol kappa inh: qHTS for Inhibitors of Polymerase Kappa; DNA polymerase kappa (Homo sapiens), Q9UBT6; purified Pol kappa, fluorescent DNA synthesis assay, 10 min; Potency, µM (titrated, usually from 107 µM), inactives show at the top dose activity, negative = inhibition, most hits filed as inhibitors; actives 0.53% (n = 400,000); AID 588579, 2011; note: potency is the fitted concentration of half-maximal effect; % is set by controls: 0 for no effect and ±100 for the full control effect
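Enzyme at 10 nM met test compounds for 15 min at room temperature. Substrate addition (50 nM final) began the reaction, which was monitored by fluorescence at 0 and 10 min.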
POLB inh: qHTS Assay for Inhibitors of DNA Polymerase Beta; P06746; Pol beta primer extension/strand displacement, fluorescence kinetic; Potency, µM (doses to about 114 µM), for inactives: at the top dose activity change, negative = inhibition, hits mostly inhibitors; actives 1.3% (n = 340,000); note: potency is the fitted concentration of half-maximal effect; % is set by controls: 0 for no effect and ±100 for the full control effect
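Enzyme-only controls used 10 nM Pol beta; buffer lacking enzyme served as negative control. Compound preincubated 15 min, then 50 nM substrate added; 0 and 10 min reads at room temperature.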
APE1 inh: qHTS Assay for Inhibitors of the Human Apurinic/apyrimidinic Endonuclease 1 (APE1). actives 0.35% (n = 350,000). recombinant APE1, TAMRA/BHQ-2 abasic DNA cleavage fluorescence. Potency, µM (doses to about 65.8 µM), for inactives: at the highest dose activity change, negative = inhibition, actives largely listed as inhibitors;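 note: potency is the fitted concentration of half-maximal effect; plate controls were vehicle for no effect and reference inhibitor for full effect; nearly all actives have a fitted effect of over 55% in size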
Target sequence (P27695 whole entry, looked up): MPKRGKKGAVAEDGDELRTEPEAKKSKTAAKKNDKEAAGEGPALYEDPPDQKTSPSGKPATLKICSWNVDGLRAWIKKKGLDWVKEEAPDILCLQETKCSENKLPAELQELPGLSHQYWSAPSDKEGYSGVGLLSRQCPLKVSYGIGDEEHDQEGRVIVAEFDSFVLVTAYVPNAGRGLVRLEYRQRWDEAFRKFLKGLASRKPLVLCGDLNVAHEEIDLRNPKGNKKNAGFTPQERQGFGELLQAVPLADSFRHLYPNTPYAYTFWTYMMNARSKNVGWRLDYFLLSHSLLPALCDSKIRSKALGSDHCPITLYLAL
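Activity was derived from the fluorescence gain between first and third kinetic reads (60 s intervals, ex 525/em 598 nm) after 50 nM THF-abasic TAMRA/BHQ-2 duplex was added to 0.75 nM APE1 preincubated 15 min with compound.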
RXFP1 antagonist: qHTS Assay for Antagonists of the Relaxin Receptor RXFP1; Relaxin receptor 1 (Homo sapiens), Q9HBX9; HEK293-RXFP1, relaxin-stimulated cAMP HTRF, 30 min; hits give low values; activity change, negative = inhibition, % at 57.5 µM; actives 0.59% (n = 350,000); AID 1259400, 2018;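 active = activity change of -60% or lower, but not beyond a set lower limit; inconclusive = change between -60% and -40%, or beyond the set limit; inactive = change above -40%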; note: % is set by controls: 0 for no effect and ±100 for the full control effect
An asterisk follows results filed as active; i = inactive; ? = inconclusive; . = not tested or not shown; & = joins results of further samples; [ ] = another dose, or the depositor's remark. Unless noted, calls come from the whole dose curve; as a rule, active = well fitted curve in the direction sought with a large enough effect; inconclusive = small, poorly fitted or top-dose-only effect, or another doubt; inactive = no such curve, though single readings can be large; an effect the other way counts as inactive or inconclusive. An excerpt; the hit share may differ from the screen's.

SMILES	Anesthetic bind	Pol iota inh	BLM inh	PGK inhibitor	POLH inh	Pol kappa inh	POLB inh	APE1 inh	RXFP1 antagonist
S=c1nc(-c2ccccc2)n(CCCn2ccnc2)c2c1CCCC2	10.7%	24.5%	0.4%	i	-4.4%	9.2%	-1.2%	13.4%	.
COC(=O)NNS(=O)(=O)c1ccc(C)cc1	0.2%	-28.2%	-8.5%	-7.2%	-14.9%	-11.0%	9.2%	8.5%	-5.6
O=C(O)c1ccc2noc(-c3ccccc3)c2c1	-13.4%	?	-0.8%	-5.9%	?	-13.0%	2.0%	-3.7%	-9.0
Cc1ccc2c(O)c(Cc3ccccc3)c(=O)[nH]c2n1	.	-24.6%	.	-8.8%	-13.8%	18.2%	.	.	-3.2
Cc1c(C)n(Cc2ccccc2)c2ncnc(NCCO)c12	-1.9%	17.4%	-6.4%	2.0%	-3.6%	-0.6%	1.5%	-9.8%	-6.5
CCOC(=O)c1c(C)[nH]c(C(=O)NNC(=O)c2ccccc2F)c1C	.	81.9%[activator]	.	3.6%	-5.2%	-8.5%	.	-2.1%	-12.3
CCOC(=O)N1CCN(CCC(=O)Nc2cccc(C)c2)CC1	-0.2%	154.3%[activator]	-3.7%	-12.5%	-14.7%	2.9%	6.7%	13.8%	-8.0
Cc1ccc(NC(=O)Cn2nnc(C(=O)NCc3cccs3)c2N)cc1Cl	?	?	-5.8%&-6.2%	-3.6%&-6.5%	-21.6%&-17.0%	-7.1%&-2.9%	?	45.8%[activator]	-39.1&1.0
CC1C(=O)N2CCCc3cc(NC(=O)C(=O)NCCc4c[nH]c5ccccc45)cc1c32 (stereo not given)	.	3.1%	.	-9.5%	-16.4%	-1.0%	.	24.6%	-6.3
O=C(CCN1CCN(c2ccccc2)CC1)NNC(=O)Cc1c(F)cccc1Cl	.	16.3%	.	-1.0%	-4.9%	-5.1%	.	-7.8%	2.9

Given comma-delimited: two of the compounds above
structure,Anesthetic bind,Pol iota inh,BLM inh,PGK inhibitor,POLH inh,Pol kappa inh,POLB inh,APE1 inh,RXFP1 antagonist
O=C(CCN1CCN(c2ccccc2)CC1)NNC(=O)Cc1c(F)cccc1Cl,.,16.3%,.,-1.0%,-4.9%,-5.1%,.,-7.8%,2.9
CCOC(=O)N1CCN(CCC(=O)Nc2cccc(C)c2)CC1,-0.2%,154.3%[activator],-3.7%,-12.5%,-14.7%,2.9%,6.7%,13.8%,-8.0

(cont.)
SMILES	Anesthetic bind	Pol iota inh	BLM inh	PGK inhibitor	POLH inh	Pol kappa inh	POLB inh	APE1 inh	RXFP1 antagonist
Cc1ccc(C)c(NC(=O)CSc2ccc(-c3cccs3)nn2)c1	-11.0%	61.0%[activator]	-0.5%	-3.5%	7.0%	-14.2%	?	-0.8%	-1.4
Cc1ccc(CSc2ncnc3c2cnn3-c2ccccc2)cc1	-0.1%	10.0%	-1.4%	-2.6%	-9.4%	-5.0%	22.0%	1.1%	-0.2
COc1ccccc1NC(=O)CSc1nnc(Cn2cnc3ccccc32)n1C	2.3%	24.1%	0.6%	-6.9%	-9.0%	-6.1%	-20.3%	-4.8%	4.6
COc1ccc(OC)c(C2C(C(N)=O)=C(C)Nc3nc(CCCO)nn32)c1 (stereo not given)	6.6%	5.4%	-0.3%	-5.5%	-9.9%	-15.4%	5.8%	-6.6%	.
C[C@]12c3[nH]c4ccccc4c3CCN1C(=O)C(CC(=O)NCc1cccc(C(F)(F)F)c1)C[C@@H]2C(=O)N1CCOCC1 (stereo not given in full)	.	17.1%	.	-3.1%	-13.0%	-0.1%	.	-12.4%	.
Cn1c(COc2cccc3ccccc23)nnc1SCC(=O)OC1CCCCC1	-21.5%	19.6%	-6.8%	-9.8%	-19.1%	0.4%	-10.0%	-9.8%	-18.4
O=C(CN1CCC(n2nnc3cc(F)ccc32)CC1)N1CCc2ccccc2C1	-21.0%	41.8%[activator]	-2.3%	5.4%[11.5 µM]	-13.9%	-4.4%	13.1%	-1.9%	10.0
Cc1ccc(Cl)cc1N1CCN(c2cccc[n+]2C)CC1	-11.9%	86.5%[activator]	-7.3%	-0.2%	-21.5%	-5.0%	-1.1%	10.2%	-5.1
CCOc1ccc(NC(=O)CN2CCN(Cc3c(F)cccc3F)CC2)cc1	1.1%	-10.1%	-3.8%	-4.5%	-8.0%	-18.0%	18.3%	-7.2%	6.5
CN(CC(=O)Nc1ccccc1Cl)C(=O)COC(=O)c1ccc(Cl)cc1[N+](=O)[O-]	?	29.0%	-2.4%	-3.7%	-22.3%	-5.3%	9.6%	-15.9%	4.7
O=S(=O)(NC(=NC1CCCC1)C(F)(F)F)c1ccccc1	-2.5%	?	-1.7%	i	-20.2%	-24.7%	17.6%	-0.7%	-11.5
O=C(CSc1ncc2c(n1)-c1cc(Cl)ccc1N(Cc1ccccc1)S2(=O)=O)NCc1ccccc1	-10.8%	34.0%[activator]	-4.1%	i	0.7%	-5.2%	?	.	.
CCOP(=O)(OCC)C(Nc1cccc(C(F)(F)F)c1)c1ccc(Br)cc1 (stereo not given)	4.9%	.	-4.3%	.	.	.	-8.1%	-1.3%	.
CC(NC1CCCC1)c1ccccc1 (stereo not given)	-1.0%	159.4%[activator]	3.8%	-0.1%	-14.6%	-1.9%	20.1%	6.8%	1.3
O=C(COc1cc(F)ccc1[N+](=O)[O-])NCCCc1ccccc1	-11.2%	78.7%[activator]	-1.1%	-2.3%	-10.5%	1.6%	2.4%	8.6%	-6.5
COc1ccc(CCNC(=O)CN(c2ccccc2)S(=O)(=O)N(C)C)cc1	-3.2%	18.5%	-1.6%	1.1%	-5.8%	5.7%	2.1%	.	.
O=C(N/N=C/c1ccc(O)cc1O)/C(=C/c1ccccc1)CCO	5.1%	1.0%	0.8%	-7.5%	-12.4%	-25.9%	17.8%	0.8%	-27.3
O=C(CCN1C(=O)/C(=C/c2ccc3c(c2)OCO3)SC1=S)Nc1cccc(C(=O)O)c1	-5.4%	188.0%[activator]	-4.3%	-11.3%	?	-8.5%	13.7%	-31.9%	-6.9
O=C(Nc1cccc([N+](=O)[O-])c1)NC1CCS(=O)(=O)C1 (stereo not given)	-3.2%	-15.5%	-2.3%	-2.1%	-6.8%	-0.3%	-11.3%	10.9%	-0.1
CCN1CCC(NCCc2ccc(F)cc2)CC1	-2.1%	-1.4%	-1.3%	-5.7%	-22.7%	4.7%	-22.6%	13.2%	-8.1
O=C1OCc2cccc3cccc1c23	-11.2%	7.5%	2.7%	-0.7%	-8.2%	-6.9%	21.8%	-3.3%	13.2
CN(C)c1ccc(/C=C(\NC(=O)c2ccccc2)C(=O)NCc2ccncc2)cc1	-1.5%	-8.1%	-1.4%	8.9%	3.0%	-3.6%	-2.7%	38.8%	-8.6
CCOc1cc(C)c(S(=O)(=O)N2CCCC2)cc1C	-18.4%	-1.8%	3.0%	-5.2%	5.5%	-0.2%	-28.7%	-10.7%	6.5
Cc1nn2cnnc2c(C)c1Cc1c(F)cccc1Cl	-10.2%	167.3%[activator]	-2.3%	-5.3%	-15.5%	2.6%	3.9%	19.3%	8.6
O=C(NCc1ccncc1)C(=O)C1C(=O)Nc2ccccc21 (stereo not given)	-7.1%	-20.7%	0.5%	-2.5%	6.8%	-10.2%	-1.5%	-1.2%	0.2
CC1Cc2nc(SCC(=O)Nc3nc4ccccc4s3)n(C)c(=O)c2S1 (stereo not given)	-4.6%	30.9%[activator]	-0.3%	-5.5%	-19.9%	-4.5%	-15.1%	-8.0%	.
CC(=O)CCn1cc([N+](=O)[O-])nc1C	0.7%	?	0.8%	1.0%	4.1%	-32.5%	5.8%	?	-12.9
O=C(Nc1cccc(Br)c1)c1ccc(CN2CCc3ccccc3C2)cc1	-2.6%	3.6%	-11.8%	0.7%	-1.0%	-9.7%	29.7%	-19.6%	5.3
O=c1/c(=C/c2cn(-c3ccccc3)nc2-c2ccc(F)cc2)sc2nc3ccccc3n12	-12.0%	.	0.8%	.	.	.	42.2%	-4.9%	.
O=C(NCCn1cccn1)C1CCC(=O)N(CC2CCCCC2)C1 (stereo not given)	0.5%	22.1%	-4.2%	-3.9%	-17.2%	-8.0%	5.7%	18.1%	7.4
CCOC(=O)N1CCC(Nc2c(-c3ccc(C)c(C)c3)c(=O)c2=O)CC1	-18.3%	10.0%	-5.0%	0.9%	-4.4%	-5.3%	-14.0%	-4.1%	-9.9
CCC(C)NC(=O)CN1C(=O)NC2(CCc3ccccc3C2)C1=O (stereo not given)	-3.0%	41.1%[activator]	-0.9%	9.9%	-11.9%	-9.9%	20.5%	-2.5%	-6.8
O=C(Nc1ccc2oc(-c3cccc(F)c3)nc2c1)c1ccc2ccccc2c1	-9.2%	?	-5.7%	5.8%	4.6%	-15.5%	1.9%	.	-1.3
CC1=NN(c2ccccc2)C(c2ccco2)C1 (stereo not given)	.	-16.5%	.	-5.6%	-13.4%	0.4%	.	.	-21.3
Cc1ccnc(SCC(=O)N2CCc3ccccc32)n1	?	-10.6%	-2.0%	-1.7%	-11.8%	2.2%	15.5%	23.2%	-4.6
O=c1[nH]snc1-c1c(Cl)cccc1Cl	.	10.3%	.	-1.4%	2.5%	3.1%	.	.	.
COc1ccc(S(=O)(=O)N2CCCCC2)cc1NC(=O)Cn1cnc2c1c(=O)n(C)c(=O)n2C	.	93.8%[activator]	.	4.1%	-5.5%	-3.3%	.	8.2%	7.4
CCN1CCCc2cc(CN(CCN3CCOCC3)C(=S)Nc3cccc(C)c3)ccc21	-3.8%	-5.7%	-11.4%	-9.1%	-4.8%	-3.6%	10.0%	-2.2%	-18.3

Assay outcomes deposited in PubChem BioAssay by National Center for Advancing Translational Sciences (NCATS).
